# High-throughput results as filed in PubChem.
# PfHsp40 yeast: compounds rescuing yeast from Plasmodium falciparum HSP40 toxicity; 0.68% of 340,000 active; growth rescue, % at 12.5 µM; AID 504582; S. cerevisiae expressing PfHsp40, growth rescue, ATP luminescence; in the data active = growth rescue above about 28%, passing the limit was not always enough;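 also: yeast W303a lacking pdr1 and pdr3 grown in galactose medium; growth measured after three days at 30 °C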
# FBA Mtb inh: Mtb fructose-bisphosphate aldolase inhibition | P9WQA3 | purified M. tuberculosis FBA, fluorescence read-out | inhibition, % at 1 µM | 2.3% of 360,000 active; in the data active = inhibition above about 27%;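 also: 0% = vehicle and 100% = reference inhibitor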
# Target sequence (P9WQA3 whole entry, looked up): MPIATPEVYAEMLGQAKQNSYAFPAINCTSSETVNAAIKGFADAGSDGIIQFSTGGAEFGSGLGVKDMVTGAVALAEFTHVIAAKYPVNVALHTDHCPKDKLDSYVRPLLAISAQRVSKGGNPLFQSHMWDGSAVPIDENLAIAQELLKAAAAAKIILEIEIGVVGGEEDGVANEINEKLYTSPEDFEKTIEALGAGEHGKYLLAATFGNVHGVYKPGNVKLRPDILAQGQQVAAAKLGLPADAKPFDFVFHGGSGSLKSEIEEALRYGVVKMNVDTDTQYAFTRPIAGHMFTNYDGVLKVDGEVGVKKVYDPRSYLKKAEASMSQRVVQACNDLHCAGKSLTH
# Y pestis TopoI: inhibitors of Yersinia pestis topoisomerase I | Y. pestis Topo-I cleavage product accumulation, plate reader | activity, % at 10 µM | 0.064% of 360,000 active | AID 504884; in the data active = activity above about 50%, passing the limit was not always enough; also: inactives centre near 2
# TcdB GH inh: TcdB glycohydrolase inhibition. TcdB glycohydrolase enzymatic assay, plate reader. inhibition, % at 9.99 µM. 0.24% of 350,000 active; in the data active = inhibition above about 10%
# UGM FP inh: Mtb UDP-galactopyranose mutase inhibition; P9WIQ1; inhibition, % at 10 µM; purified UGM, fluorescence polarization probe displacement; 0.06% of 320,000 active; in the data active = inhibition above about 10%, passing the limit was not always enough
# Target sequence (P9WIQ1 whole entry, looked up): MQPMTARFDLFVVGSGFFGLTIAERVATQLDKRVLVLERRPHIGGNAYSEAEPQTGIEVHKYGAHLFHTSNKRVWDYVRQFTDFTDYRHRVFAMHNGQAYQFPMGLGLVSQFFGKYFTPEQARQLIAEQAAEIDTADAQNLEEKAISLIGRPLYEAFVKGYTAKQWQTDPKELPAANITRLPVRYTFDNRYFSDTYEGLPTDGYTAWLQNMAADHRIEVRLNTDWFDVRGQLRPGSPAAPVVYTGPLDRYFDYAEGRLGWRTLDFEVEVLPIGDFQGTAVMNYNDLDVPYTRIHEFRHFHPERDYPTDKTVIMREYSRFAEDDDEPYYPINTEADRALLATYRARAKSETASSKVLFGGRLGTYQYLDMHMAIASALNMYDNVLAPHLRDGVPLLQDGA
# Mtb BioA inh: inhibitors of Mycobacterium tuberculosis BioA enzyme; purified M. tuberculosis BioA enzyme, plate reader; 0.096% of 360,000 active; inhibition, % at 9.99 µM; in the data active = inhibition above about 40%
# FadD28 binding: blocks FadD28 binding to the bisubstrate probe. inhibition, % at 12.5 µM. fluorescence polarization. 0.22% of 360,000 active. AID 588549; in the data active = inhibition above about 8.5%, passing the limit was not always enough
# Vc quorum ag: inducers of Vibrio cholerae quorum light production without autoinducers. V. cholerae BH1578 lux reporter, luminescence, 6 h. activation, % at 18.7 µM. 0.16% of 350,000 active. AID 588436; in the data active = activation mostly above about 9.7%, no sharp cut-off; also: not every result past the cut was called active; inactives centre near 0; reference of the scale not given here
# GDH-TPI inh: inhibits GDH-TPI coupling enzymes, artifact for Mtb FBA screen; GDH-TPI coupled enzyme counterscreen, NADH absorbance; inhibition, % at 4.8 µM; 1.2% of 360,000 active; AID 588335; in the data active = inhibition above about 30%;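 also: 0% = DMSO wells and 100% = wells lacking the enzyme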
# * hit, by the source's call; i = inactive; . = no result given.
SMILES,PfHsp40 yeast,FBA Mtb inh,Y pestis TopoI,TcdB GH inh,UGM FP inh,Mtb BioA inh,FadD28 binding,Vc quorum ag,GDH-TPI inh
CCOc1cccc(N(C(=O)c2ccco2)C(C(=O)NC2CCCC2)c2cccnc2)c1 (stereo unspecified),0.5,3.1,2.9,0.5,0.4,1.9,-2.2,-0.1,-6.7
CCC(=O)NCCc1nc(-c2ccccc2)no1,0.0,0.4,-1.9,0.1,-0.3,-0.5,-3.1,986.5*,3.1
CCC1NC(=O)c2cc3ccccc3cc2-n2c1nc1ccc(F)cc1c2=O (stereo unspecified),.,-0.3,26.3,1.3,.,1.5,-3.0,-0.7,3.1
COc1ccccc1CN(C)C(=O)c1cc(-c2cc(OC)c(OC)c(OC)c2)nc2ccccc12,1.1,3.3,22.7,1.0,3.6,0.4,-4.7,-10.0,11.3
CCC(=O)Nc1ccc(N2CCCCC2)c(C(=O)Nc2ccccc2C)c1,-0.6,-0.4,29.8,.,-1.2,-1.0,-4.4,-2.2,8.1
O=C(CSc1n[nH]c(=O)n1Cc1ccco1)c1ccc(F)cc1,.,1.5,8.8,1.1,2.8,0.4,-2.5,0.4,-7.0
COc1ccc(OCc2cc(C(=O)NC3CCc4ccccc43)no2)c(Cl)c1 (stereo unspecified),0.0,0.7,21.4,-2.1,-1.9,-1.0,-2.0,i,2.1
Fc1ccc(CN2CCCCCCC2)cc1,0.9,-2.3,-8.4,0.4,-0.6,-4.8,-0.2,2.0,11.9
Cc1nc(SCC(=O)Nc2ccccc2Cl)c2c(C)c(C)sc2n1,2.1,1.1,18.3,0.3,-0.9,0.3,-2.3,-0.3,12.8
CCCNC(=O)C1(C)CCN(C(=O)c2cc(C)n(C(C)(C)C)n2)C1 (stereo unspecified),.,4.6,-0.2,0.1,.,-0.6,-0.9,4.5,10.0
O=C(CCCc1nc2ccccc2s1)N1CCN(c2ccccc2F)CC1,2.1,2.1,38.9,-1.3,-1.6,.,-3.2,i,-3.1
O=C(c1cccc(S(=O)(=O)N2CCCCC2)c1)N1CCN(S(=O)(=O)c2ccc(F)cc2)CC1,-0.2,-0.7,31.3,.,1.1,.,-1.1,-0.4,-5.0
CCOC(=O)/C(=N\Nc1ccc(Cl)cc1)c1csc(Nc2ccccc2)n1,-0.5,0.8,-31.2,.,0.4,-0.3,-3.7,-0.3,17.4
CCC(=O)NC(c1cc(Cl)c2ccccc2c1O)C1CC1 (stereo unspecified),-0.4,10.3,-6.2,-0.3,-3.3,-1.6,-4.8,i,1.8
COCC(C)NC(=S)NCCc1ccc(Cl)cc1Cl (stereo unspecified),0.5,2.0,-1.1,2.5,-3.0,.,-1.3,i,5.4
COc1ccc(-c2nn(-c3ccccc3)cc2C(N)=O)cc1OC,-0.8,1.4,5.9,2.8,0.0,0.1,-1.0,i,0.0
COCC(C)n1c(C)cc(C(=O)COC(=O)CNC(=O)c2ccccc2)c1C (stereo unspecified),2.9,1.8,-4.3,0.4,-0.1,.,-2.4,-5.6,-1.6
CC(C)[C@H](NC(=O)c1ccccc1F)C(=O)NC1CCCCCCC1,1.0,3.2,4.5,0.6,-1.8,-0.1,.,i,1.1
CSCC[C@H](NC(=O)[C@@H]1CSC2c3ccccc3C(=O)N21)C(=O)NC1CCCC1 (stereo partly specified),-0.6,0.4,8.4,1.3,1.3,1.3,-2.9,2.6,-1.0
C[C@H](NC(=O)c1nc[nH]c1C(=O)NCCCCCNC(=O)OC(C)(C)C)C(=O)OC(C)(C)C,0.3,-0.4,2.2,2.1,-0.5,1.0,-0.8,2.2,-0.8
O=C(Nc1ccccn1)c1ccc2ccccc2n1,1.8,1.3,1.4,.,-1.5,1.6,0.2,-0.6,5.3
CC(C)=CC(=O)N1CCC(N2CCC(C(=O)N3CCOCC3)CC2)CC1,-1.8,-4.2,-0.1,1.6,2.2,.,-4.0,-0.5,15.5
CCN(CC)c1ccc2c(Cl)c(Br)c(=O)oc2c1,0.7,6.9,1.4,.,-0.4,.,-1.6,i,16.3
CCn1c(SCC(=O)Nc2sc3c(c2C(N)=O)CCC(C)C3)nnc1-c1ccco1 (stereo unspecified),-0.5,1.7,-2.2,.,-0.3,.,-1.1,-3.1,4.4
COc1ccccc1N1CCN(C2CCCN(C(=O)CCC(=O)N(C)C)C2)CC1 (stereo unspecified),-0.3,0.6,4.6,1.4,10.3*,-1.8,-3.1,i,-14.3
Cc1ccnc(OC(C(=O)O)C(OCCc2ccccc2)(c2ccccc2)c2ccccc2)n1 (stereo unspecified),2.3,1.0,14.3,-0.2,0.2,-0.1,-1.8,0.7,8.6
O=C(N/N=C/c1ccccc1O)c1ccc2c(c1)OCO2,-1.9,2.0,3.5,0.5,-0.4,-1.3,0.3,i,20.6
COc1ccccc1NC(=O)N(O)C1(C#N)CCCCC1,-0.2,1.6,1.9,1.1,.,.,-2.5,-1.1,-0.9
NC(=O)c1cccc([N+](=O)[O-])c1,-0.1,0.1,-2.1,1.0,3.2,-0.4,-2.6,-0.3,4.2
COc1cccc(NC(=O)Nc2nc(SC)ns2)c1,-1.4,3.3,4.3,1.2,3.2,-1.0,1.6,i,7.4

# Gathered by group: the entries above containing four or more nitrogen atoms
SMILES,PfHsp40 yeast,FBA Mtb inh,Y pestis TopoI,TcdB GH inh,UGM FP inh,Mtb BioA inh,FadD28 binding,Vc quorum ag,GDH-TPI inh
CCCNC(=O)C1(C)CCN(C(=O)c2cc(C)n(C(C)(C)C)n2)C1 (stereo unspecified),.,4.6,-0.2,0.1,.,-0.6,-0.9,4.5,10.0
CCOC(=O)/C(=N\Nc1ccc(Cl)cc1)c1csc(Nc2ccccc2)n1,-0.5,0.8,-31.2,.,0.4,-0.3,-3.7,-0.3,17.4
C[C@H](NC(=O)c1nc[nH]c1C(=O)NCCCCCNC(=O)OC(C)(C)C)C(=O)OC(C)(C)C,0.3,-0.4,2.2,2.1,-0.5,1.0,-0.8,2.2,-0.8
CCn1c(SCC(=O)Nc2sc3c(c2C(N)=O)CCC(C)C3)nnc1-c1ccco1 (stereo unspecified),-0.5,1.7,-2.2,.,-0.3,.,-1.1,-3.1,4.4
COc1ccccc1N1CCN(C2CCCN(C(=O)CCC(=O)N(C)C)C2)CC1 (stereo unspecified),-0.3,0.6,4.6,1.4,10.3*,-1.8,-3.1,i,-14.3
COc1cccc(NC(=O)Nc2nc(SC)ns2)c1,-1.4,3.3,4.3,1.2,3.2,-1.0,1.6,i,7.4

# More compounds.
SMILES,PfHsp40 yeast,FBA Mtb inh,Y pestis TopoI,TcdB GH inh,UGM FP inh,Mtb BioA inh,FadD28 binding,Vc quorum ag,GDH-TPI inh
COc1ccc(N2C(=O)C3CCCN3C2c2ccccc2F)cc1 (stereo unspecified),-0.9,1.9,8.5,-0.5,0.2,-1.6,0.6,-0.4,8.9
O=C(CN1CCN(c2ccccc2)CC1)Nc1nnc(-c2ccccc2)s1,-0.4,1.2,-2.8,.,-1.2,-1.9,0.8,i,2.6
CC(=O)c1c(C)nc2ccc(Br)cc2c1C(=O)O,0.5,-0.8,1.6,4.5,2.9,-0.4,-3.9,-0.3,2.4
S=C(/N=c1/sccn1Cc1ccccc1)NC1CC1,0.0,2.2,11.5,1.1,4.0,2.3,-3.0,-0.4,20.1
O=C(Nc1cccc(F)c1)c1ccc(Br)o1,-0.8,-1.0,-9.9,2.2,-1.0,2.8,-3.7,-2.8,0.8
Cc1ccc(S(=O)(=O)NCCN2CCN(S(=O)(=O)c3ccccc3Cl)CC2)cc1,-0.9,1.4,33.8,1.2,0.6,0.6,-1.6,-2.1,9.1
O=C(Nc1ccc2oc(-c3ccncc3)nc2c1)c1ccc(F)cc1,0.3,8.9,-1.7,-4.0,-1.8,1.1,-1.7,-0.6,5.6
CC(=O)c1ccc2c(c1)C1C=CCC1C(c1ccc(S(=O)(=O)N3CCOCC3)cc1)N2 (stereo unspecified),-0.8,-1.8,0.9,.,-1.5,.,-4.6,-0.4,4.9
CCCCN(CC)S(=O)(=O)c1ccc(C(=O)Nc2nnc(-c3ccccc3Cl)o2)cc1,-1.4,2.0,-6.2,2.3,8.5,-0.6,-2.8,i,22.4
CC(C)Oc1ccc(CNC(=S)N/N=C/c2cccnc2)cc1,2.0,-1.8,5.3,.,1.4,-1.5,-7.6,i,29.1
COCC(=O)NC1CCCCCC1,-1.4,-0.5,-8.0,0.7,2.5,.,-1.4,-0.5,-1.1
COc1ccc(-n2c(C)c3c(OC)cccc(=O)c3c2C)cc1,-1.1,-3.6,8.9,.,-2.8,0.5,-0.3,8.4,-2.8
O=C(O)c1cccc(NC(=S)NC(=O)c2ccc3ccccc3c2)c1,0.6,8.1,5.2,1.0,4.0,-1.9,-6.9,-2.2,10.2
O=C(O)c1cc(NN=Nc2cccc(S(=O)(=O)O)c2)cc([N+](=O)[O-])c1,-0.7,-1.2,-4.0,-2.6,2.6,-2.9,2.3,0.6,25.7
Cc1cc(C)n(-c2nc(NCCCN(C)C)c3c4c(sc3n2)COC(C)(C)C4)n1,.,3.3,4.6,3.3,-2.5,0.3,-1.8,-0.5,14.5

# Quoted at random: six compounds from above
SMILES,PfHsp40 yeast,FBA Mtb inh,Y pestis TopoI,TcdB GH inh,UGM FP inh,Mtb BioA inh,FadD28 binding,Vc quorum ag,GDH-TPI inh
O=C(N/N=C/c1ccccc1O)c1ccc2c(c1)OCO2,-1.9,2.0,3.5,0.5,-0.4,-1.3,0.3,i,20.6
CC(=O)c1ccc2c(c1)C1C=CCC1C(c1ccc(S(=O)(=O)N3CCOCC3)cc1)N2 (stereo unspecified),-0.8,-1.8,0.9,.,-1.5,.,-4.6,-0.4,4.9
CCCCN(CC)S(=O)(=O)c1ccc(C(=O)Nc2nnc(-c3ccccc3Cl)o2)cc1,-1.4,2.0,-6.2,2.3,8.5,-0.6,-2.8,i,22.4
CCN(CC)c1ccc2c(Cl)c(Br)c(=O)oc2c1,0.7,6.9,1.4,.,-0.4,.,-1.6,i,16.3
COc1ccc(-n2c(C)c3c(OC)cccc(=O)c3c2C)cc1,-1.1,-3.6,8.9,.,-2.8,0.5,-0.3,8.4,-2.8
CC(=O)c1c(C)nc2ccc(Br)cc2c1C(=O)O,0.5,-0.8,1.6,4.5,2.9,-0.4,-3.9,-0.3,2.4

# Further structures follow.
SMILES,PfHsp40 yeast,FBA Mtb inh,Y pestis TopoI,TcdB GH inh,UGM FP inh,Mtb BioA inh,FadD28 binding,Vc quorum ag,GDH-TPI inh
Nc1nc(-c2ccco2)nn1C(=O)c1ccc(Cl)cc1,1.4,3.3,0.8,.,0.6,.,-0.7,12.5,-4.7
OCCC1CN(Cc2ccon2)CCN1CCc1ccccc1 (stereo unspecified),0.0,3.4,-3.8,0.4,1.2,0.7,-1.0,-0.3,5.7
CC(C)(C)c1[nH]nc2c1C(c1ccc(OC(=O)c3ccco3)cc1)C(C#N)=C(N)O2 (stereo unspecified),-0.6,-0.4,-0.3,.,3.0,2.5,-3.2,i,4.2
Cc1cc(C)cc(NCc2cc(=O)oc3cc(-c4ccccc4)c(O)cc23)c1,0.2,4.1,-5.1,.,-2.8,1.8,-1.5,-0.1,2.6
CCOC(=O)N1CCN(C(=O)c2cc(OCC)c(OCC)c(OCC)c2)CC1,-1.0,-0.6,10.8,1.0,-2.9,.,-1.8,-0.3,11.1
Cc1ccc(C(=O)n2nc(-n3cccc3)c3c(C)cc(C)nc32)cc1,1.2,0.8,33.8,0.8,.,.,-3.7,i,-7.2
Cc1cc(C)c(S(=O)(=O)n2cnc3ccccc32)c(C)c1,0.6,0.8,0.6,4.0,-1.4,-1.1,-2.0,1.1,13.6
CC(=O)c1ccc(NC(=O)C(C)OC(=O)c2ccc(Br)o2)cc1 (stereo unspecified),-0.9,0.4,-5.6,0.1,0.4,8.4,-0.7,-0.3,6.7
Cc1cc(C(F)F)n2nc(C(=O)Nc3c(F)cc(F)cc3Br)nc2n1,-0.7,1.4,-0.4,.,0.8,2.0,-1.9,i,8.6
CCCn1nc(C(=O)NC2CCCC2)c2ccccc2c1=O,0.9,2.7,-2.4,0.6,-4.1,-3.3,0.7,-2.3,4.8
Cc1cc2ccccc2c(=O)n1CC(=O)NCC1COc2ccccc2O1 (stereo unspecified),2.4,8.7,-4.4,.,2.6,-1.3,-1.4,-0.5,7.1

# Not a hit list (roughly 4.6% active in at least one column).
